# Screens (PubChem BioAssay)
# Cl transport mod = KCC2 (human) Cl- transport modulation; Q9H2X9; KCC2 cells, thallium flux FluoZin-2 fluorescence; B-score of Tl+ flux slope (higher = more flux/activation; lower = inhibition) at 10 µM; 2.2% of 190,000 active; AID 1456;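 active = thallium flux slope and its plate-corrected score both differing from the plate sample mean at a set confidence after two filtering rounds, in either direction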;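 also: slope of fluorescence scaled to starting intensity during 10 to 20 s after thallium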
# 14-3-3 Bad inh = disrupts binding of bovine 14-3-3 zeta to phospho-Bad peptide; AID 781; P63103; inhibition, % at 21.7 µM; TR-FRET 14-3-3zeta/Dy647-pBad peptide displacement, 1 h; 0.71% of 220,000 active;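 active = inhibition above about 70%, limit read from the data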;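 also: 0% = full 14-3-3 plus peptide FRET controls and 100% = background without 14-3-3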
# Target sequence (P63103 whole entry, looked up): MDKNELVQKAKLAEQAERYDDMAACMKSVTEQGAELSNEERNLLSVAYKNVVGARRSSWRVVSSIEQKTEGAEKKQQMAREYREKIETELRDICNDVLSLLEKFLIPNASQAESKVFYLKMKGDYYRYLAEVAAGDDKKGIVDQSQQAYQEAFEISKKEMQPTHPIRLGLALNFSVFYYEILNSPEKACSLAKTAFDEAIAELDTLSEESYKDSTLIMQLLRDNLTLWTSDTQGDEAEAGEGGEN
# EBV gp42 block = inhibitors of Epstein-Barr virus glycoprotein 42 | Fluorescence polarization binding assay, mP read-out | inhibition, % (tested at 21.74 µM) | 0.42% of 220,000 active | AID 1085; in the data active = inhibition above about 50%
# Target sequence (Q1HVG2 whole entry, looked up): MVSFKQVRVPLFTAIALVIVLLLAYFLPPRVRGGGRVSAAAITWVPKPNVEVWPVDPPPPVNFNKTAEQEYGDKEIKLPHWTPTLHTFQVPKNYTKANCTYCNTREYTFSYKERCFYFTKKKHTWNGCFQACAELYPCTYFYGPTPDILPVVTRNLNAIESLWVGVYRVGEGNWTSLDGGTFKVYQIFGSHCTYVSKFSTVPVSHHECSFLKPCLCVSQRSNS
# eIF4E-4G inh = inhibitors of eIF4E and eIF4G interaction in translation initiation; P63073+Q04637; TR-FRET eIF4E-eIF4GI(517-606) binding, 2 h; inhibition, % at 21.7 µM; 0.37% of 220,000 active;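 also: 0% = full FRET control wells and 100% = background wells lacking eIF4GI fragment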
# Thrombin inh = inhibitors of human thrombin; inhibition, % at 5 µM; alpha-thrombin, Boc-VPR-AMC fluorogenic substrate cleavage; 0.26% of 220,000 active; P00734; AID 1046;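 active = inhibition at or above 40%; inactive = inhibition below 40%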;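 also: 0% = enzyme with no compound and 100% = wells without enzyme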
#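 System: human alpha-thrombin protein; Compound dosing: one concentration per compound, 5 µM, with 0.2% DMSO; Timing: reaction at room temperature; Technique: AMC fluorescence, 355/460 nm; Controls: enzyme without compound as high, wells lacking enzyme as low.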
# hK5 inh = blocks human kallikrein 5 protease activity; recombinant hK5, fluorogenic AMC substrate cleavage; inhibition, % at 5 µM; 0.59% of 210,000 active;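 active = inhibition of 40% or more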;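 also: 0% = enzyme controls without compound and 100% = no-enzyme blanks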
# Target sequence (Q9Y337 67-293 limits assumed): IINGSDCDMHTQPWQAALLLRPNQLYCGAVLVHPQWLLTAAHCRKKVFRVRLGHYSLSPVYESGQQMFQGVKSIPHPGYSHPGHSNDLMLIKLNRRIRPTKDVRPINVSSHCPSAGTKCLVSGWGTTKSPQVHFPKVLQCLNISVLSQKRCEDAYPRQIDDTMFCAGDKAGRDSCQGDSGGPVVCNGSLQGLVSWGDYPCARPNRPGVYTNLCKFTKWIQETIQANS
# Rad51 HR inh = blocks human Rad51 in homologous recombination; Q06609; 0.085% of 200,000 active; hRad51 DNA strand exchange, fluorescence dequenching; AID 1385; inhibition, % at 10 µM;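 active = inhibition above 40% at the single screening dose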;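 also: 0% = DMSO control wells and 100% = blanks with heterologous ssDNA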
#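 Test system – preformed human Rad51 ssDNA filaments · Reagent – Donor/quencher-labelled 47-bp dsDNA substrate · Incubation – 37 °C 15-min filament assembly, 30-min compound preincubation, 15-min exchange · Signal – FRET fluorescence dequenching, excitation 485 nm, emission 520 nm · Read-out – percent inhibition from fluorescence, normalised to plate control and blank means · Benchmarks – plate control and blank wells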
# Furin inhibitor = human furin inhibition. purified furin, fluorogenic substrate cleavage. inhibition, % at 30 µM. 0.061% of 220,000 active; in the data active = inhibition above about 25%; also: inactives centre near -15
# NCF1 inh = blocks human p47phox regulatory protein of NADPH oxidases. P14598. p47phox/p22phox peptide binding, fluorescence polarization, 2 h. inhibition, % at 24.7 µM. 0.53% of 220,000 active;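 also: 0% = p47phox with labelled peptide and 100% = labelled peptide alone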
# * marks the source's active call; other numbers are inactive results; nt = no result given; [ ] = dose if it differs, or a comment.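 The calls were made as follows, unless noted: active = inhibition above about 30% (limit read from the data); inactive = the rest.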
SMILES,Cl transport mod,14-3-3 Bad inh,EBV gp42 block,eIF4E-4G inh,Thrombin inh,hK5 inh,Rad51 HR inh,Furin inhibitor,NCF1 inh
CCOc1nc(NCCO)nc(Nc2ccccc2F)n1,-0.93,-9,-9,0,-1,3,nt,-18,-2
COc1cc(/C=N/NC(=O)Cn2cnc3ccccc3c2=O)ccc1O,0.12,0,-1,-13,0,29,3,-28,-4
COCCN(C(=O)c1ccccc1)c1nnc(-c2cccnc2)s1,0.68,-5,-11,-2,-4,-8,-7,-8,-2
C=CCc1cccc(/C=N/NC(=O)CNc2ccccc2)c1O,0.77,1,8,-3,46*,-27,-1,-14[20 µM],6
CS(=O)(=O)N(CC(=O)N1CCCCC1)c1sc2c(c1C#N)CCCC2,-0.85,1,-8,-3,-1,9,-2,-20,-17
CC(C)NCCOCCSc1ccc(Cl)cc1,0.86,83*,-21,4[fluorescence artefact?],-1,0,-10,-13,-17
COc1cc(/C=C/C(=O)NCCc2ccc(S(N)(=O)=O)cc2)ccc1OCC#N,0.48,-1,3,-2,-7,-5,6,-11,-2
O=C(Nc1ccccc1Cl)c1ccc(-n2cccn2)c([N+](=O)[O-])c1,-0.49,-9,-6,0,1,4,3,-16,-3
COc1cc(C2C(C#N)=C(N)Oc3n[nH]c(-c4ccncc4)c32)cc(OC)c1OC (centres undefined),nt,9[fluorescence artefact?],0,-1[fluorescence artefact?],-5,5,nt,-20,0
Cc1ccccc1-n1nnnc1SCC(=O)N(C)C1CCS(=O)(=O)C1 (centres undefined),-0.18,-2,-1,3,-3,3,2,-27,-8
Cc1cc2ncn(CC(O)COc3cccc(C(=O)O)c3)c2cc1C (centres undefined),nt,1,-12,4,0,-13,-5,-16,-1
CC(C)CNS(=O)(=O)c1cc(C(=O)OCC(=O)N(C)C2CCS(=O)(=O)C2)c(Cl)cc1Cl (centres undefined),-0.35,-2,-22,-10,-6,2,6,-31,-16
Cc1ccc(C)c(NC(=O)c2ccccn2)c1,1.1,-7[fluorescence artefact?],-9,1[fluorescence artefact?],-9,2,0,-23[20 µM],-4
O=c1c2ccccc2nnn1CSc1nnc2ccccn12,nt,5,1,-4[fluorescence artefact?],-4,3,5,-31,-5
CCOC(=O)C1=C(C)NC(C)=C(C(=O)OC)C1c1ccco1 (centres undefined),-1.6,13,-8,-1,8,0,-4,-6,-2
COC(=O)c1cccc(S(=O)(=O)N2CCOCC2)c1,-2.3,22[fluorescence artefact?],25,-61,23,23,0,-10[20 µM],-7
COc1cccc(C(=O)NC2CCCC2)c1,nt,-7,-10,1,-3,2,-137,-11,4
C/C(CC(=O)NCCCN1CCOCC1)=N\NC(=O)COc1ccc(C)cc1,2.9,3[fluorescence artefact?],-41,-4,11,47*,0,-16,-12
CC12CCC(C(=O)NCc3cccnc3)(OC1=O)C2(C)C (centres undefined),nt,0,-6,1,-7,9,-7,-6[20 µM],-6
CCOC(=O)N(Cc1ccccc1)C(C(=O)O)C(C(=O)O)N(Cc1ccccc1)C(=O)OCC (centres undefined),0.61,1,7,3,9,4,10,-27,-88
FC(F)(F)c1cnc(Sc2ncn[nH]2)c(Cl)c1,0.066,3,-18,2,1,2,2,-23,-8
Cc1nn(Cc2ccccc2)c(C)c1NC(=O)CSc1nc(C2CC2)nc2c1cnn2-c1ccccc1,nt,41[fluorescence artefact?],-32,-33,-8,-27,5,-16[20 µM],0
COC(=O)c1cccc(NC(=O)c2nn(C(C)C)c(=O)c3ccccc23)c1,nt,-5[fluorescence artefact?],3,-22,-6,-9,-6,-16,-7
O=C(NNC1=NCCC1)c1cccc(S(=O)(=O)N2CCOCC2)c1,0.95,11,-20,-4,-6,2,0,-17,12
COc1ccc(-c2cc3ccccc3oc2=O)cc1NC(=S)NC(=O)c1ccc2c(c1)OCCO2,0.42,77*[fluorescence artefact?],-3,-42[fluorescence artefact?],0,-1,-10,-11[20 µM],25
CCc1ccc(-n2c(CSc3nnnn3-c3ccccc3)nc3ccccc3c2=O)cc1,0.82,10,-5,-4,3,18,4,-11[20 µM],0
COc1ccccc1NS(=O)(=O)c1cccc2cccnc12,2.7*,11,-18,8[fluorescence artefact?],-2,-3,1,-15,-2
CCCN1C[C@H](CSC)C[C@@H]2c3cccc4[nH]cc(c34)C[C@H]21,-0.93,59,0,-6,3,-14,5,-11,-8
Cc1cccc(NC(=S)N(CCCN2CCOCC2)C(C)c2cc3ccccc3o2)c1C (centres undefined),-2.4,-11,-17,-4,-5,8,-16,-35,-7
CN(c1cccc(NC(=O)c2ccccc2N(C)S(=O)(=O)c2ccccc2)c1)S(C)(=O)=O,-0.12,2[fluorescence artefact?],4,5,-9,-8,1,-8,-2
COc1ccc(OC)c(NC(=O)CSC2=NCCS2)c1,-0.33,-1,-25,-1,-2,24,3,-26[20 µM],-2
CCCCOc1cccc(C2C(C(=O)c3cccs3)=C(O)C(=O)N2Cc2cccnc2)c1 (centres undefined),-0.46,4,9,0,-6,-18,nt,-16,-188
CC1(C(=O)O)CC(C)(C(=O)O)CC(C)(C(=O)O)C1 (centres undefined),-0.22,20,-31,4[fluorescence artefact?],4,0,2,-4[20 µM],-2
CNc1nc(C)c(C(=O)OCC(=O)OC)s1,0.37,-6,-14,9,-4,-24,-5,-20,-5
O=c1oc2ccccc2cc1-c1ccc(O)cc1O,0.14,-13,6,-1,-1,-8,nt,-17,-11
O=C(O)C(=O)/C(=C\c1cccc(Cl)c1)c1ccc2ccccc2n1,11*,-2,-19,1,-1,11,-21,-11,-4
CN(C)C(CNC(=O)c1oc2ccccc2c1CSc1ncn[nH]1)c1ccco1 (centres undefined),0.86,6,-4,1,-3,21,nt,-24,-5
O=C(Nc1cccnc1Cl)c1ccc(Cl)c([N+](=O)[O-])c1,0.43,-3[fluorescence artefact?],-2,1[fluorescence artefact?],-1,-8,nt,-22,3
CCOC(=O)c1ccc(COC(=O)CCc2nc(-c3ccccc3)c(-c3ccccc3)o2)cc1,nt,5,-8,3,1,5,2,-10[20 µM],-9
OC(c1ccc(Cl)cc1Cl)C(Cc1cccnc1)n1cncn1 (centres undefined),-0.29,-9,-5,4,6,6,-6,-20,-15
COc1ccc(/C=C2\CCc3ccccc3C2=O)c(OC)c1OC,-2.9,-14,-14,2,-10,-9,-24,-3,-6
O=C1c2ccc3c4c(ccc(c24)C(=O)N1c1cccc(O)c1)C(=O)N(c1cccc(O)c1)C3=O,0.026,-1,-2,-10,-1,-1,5,-23,-14
Cc1ccc(NC(=S)N(CCN2CCOCC2)Cc2ccccc2F)cc1,-0.53,-1,-6,0,-4,-30,5,-11,1
O=C(NNC1=NCCCCC1)Nc1cccc(Cl)c1,0.12,-4,-8,2,40*,24,-7,-3,-9
CC(C)CN(CC(C)C)S(=O)(=O)N1CCC(C(=O)NCc2ccccn2)CC1,nt,-6,-8,-3,-4,-1,-1,-23,-6
COc1cccc(NC(=O)CSc2nc(N)cc(N)n2)c1,0.5,-9[fluorescence artefact?],-7,-3[fluorescence artefact?],-1,-9,5,-21[20 µM],-70
CC(=O)Nc1sc(N/N=C/c2ccccc2)nc1-c1ccc(C)cc1,-0.21,-11,-18,0,-8,3,nt,-4,-9
CC(C)(C)NC(=O)/C=N/O,1.4,-4,-1,-3,-8,-9,-2,-22,-3
C=CCn1c(N)cc(=O)nc1SCC(=O)Nc1ccccc1C(N)=O,0.023,-11,-13,2,-4,2,-17,-16,0
Cn1c(=NC(=O)C2CCN(S(=O)(=O)c3cccs3)CC2)sc2ccccc21,nt,3[fluorescence artefact?],3,9[fluorescence artefact?],-1,5,-1,-17,-11
COc1c(NC(C)=O)c2ccccc2c2ccccc12,-0.35,-1,-8,-2,0,3,7,-32,-2
CC1(C)CC(=O)C(C=NCCN2CCNC2=O)=C(O)C1,0.29,1,0,1,1,-7,nt,-31,-10
O=C1COc2ccc(C(=O)COC(=O)COc3ccccc3[N+](=O)[O-])cc2N1,-0.68,3,-15,4,-10,-2,-7,-4,2
Cc1ccccc1NC(=O)CCC(=O)OCCCC(F)(F)C(F)(F)F,0.35,14,-19,-4[fluorescence artefact?],3,-3,-10,-9,-2
CCOC(=O)c1c(NC(=O)C2CCCN(S(=O)(=O)c3ccc(C)cc3)C2)sc2c1CCCC2 (centres undefined),0.058,-13,5,7,-8,-6,4,-17,-6
Cn1c(SCC(=O)Nc2ccc3nc(SCC(=O)NC4CC4)sc3c2)nnc1-c1ccccc1,0.02,5,-15,-2,-1,-2,-7,-14,1
NS(=O)(=O)c1ccc(CCNC(=O)CSCc2ccccc2)cc1,nt,-3,-4,1,-3,nt,4,-33,-6
Cc1cccc(OCC(=O)Nc2ccc3c4c(cccc24)CC3)c1C,1.5,-1,-16,5[fluorescence artefact?],-12,-28,nt,-20,-3

# 15 entries out of the list, sorted by heavy-atom count, high to low:
SMILES,Cl transport mod,14-3-3 Bad inh,EBV gp42 block,eIF4E-4G inh,Thrombin inh,hK5 inh,Rad51 HR inh,Furin inhibitor,NCF1 inh
COc1ccc(-c2cc3ccccc3oc2=O)cc1NC(=S)NC(=O)c1ccc2c(c1)OCCO2,0.42,77*[fluorescence artefact?],-3,-42[fluorescence artefact?],0,-1,-10,-11[20 µM],25
Cn1c(SCC(=O)Nc2ccc3nc(SCC(=O)NC4CC4)sc3c2)nnc1-c1ccccc1,0.02,5,-15,-2,-1,-2,-7,-14,1
COc1cc(/C=C/C(=O)NCCc2ccc(S(N)(=O)=O)cc2)ccc1OCC#N,0.48,-1,3,-2,-7,-5,6,-11,-2
CC(C)CN(CC(C)C)S(=O)(=O)N1CCC(C(=O)NCc2ccccn2)CC1,nt,-6,-8,-3,-4,-1,-1,-23,-6
Cc1ccc(NC(=S)N(CCN2CCOCC2)Cc2ccccc2F)cc1,-0.53,-1,-6,0,-4,-30,5,-11,1
CC(=O)Nc1sc(N/N=C/c2ccccc2)nc1-c1ccc(C)cc1,-0.21,-11,-18,0,-8,3,nt,-4,-9
NS(=O)(=O)c1ccc(CCNC(=O)CSCc2ccccc2)cc1,nt,-3,-4,1,-3,nt,4,-33,-6
C=CCc1cccc(/C=N/NC(=O)CNc2ccccc2)c1O,0.77,1,8,-3,46*,-27,-1,-14[20 µM],6
CCOC(=O)C1=C(C)NC(C)=C(C(=O)OC)C1c1ccco1 (centres undefined),-1.6,13,-8,-1,8,0,-4,-6,-2
COc1cccc(NC(=O)CSc2nc(N)cc(N)n2)c1,0.5,-9[fluorescence artefact?],-7,-3[fluorescence artefact?],-1,-9,5,-21[20 µM],-70
CC1(C)CC(=O)C(C=NCCN2CCNC2=O)=C(O)C1,0.29,1,0,1,1,-7,nt,-31,-10
COC(=O)c1cccc(S(=O)(=O)N2CCOCC2)c1,-2.3,22[fluorescence artefact?],25,-61,23,23,0,-10[20 µM],-7
FC(F)(F)c1cnc(Sc2ncn[nH]2)c(Cl)c1,0.066,3,-18,2,1,2,2,-23,-8
COc1cccc(C(=O)NC2CCCC2)c1,nt,-7,-10,1,-3,2,-137,-11,4
CC(C)(C)NC(=O)/C=N/O,1.4,-4,-1,-3,-8,-9,-2,-22,-3
